Assay outcomes from PubChem.
TPT1 inhibitor = Candida albicans TPT1 enzyme inhibitors, primary screen, biochemical, fluorescence polarization. tRNA 2'-phosphotransferase TPT1 (Candida albicans SC5314). recombinant caTPT1, FP RNA substrate dephosphorylation. inhibition, % at 5 µM. actives 0.81% (n = 300,000). AID 1962, 2009;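 active = inhibition above the mean of all tested compounds plus 3 SD, set per screening campaign, cut at about 24% in these data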;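 also: plate controls were DMSO alone for no effect and ferristatin control at 100 nM for full effect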
Fh CTSL1 inh = Fasciola hepatica cathepsin L1 inhibitors, primary screen, counter-screen for PFM18AAP inhibitor project, biochemical, QFRET, fluorogenic peptide substrate. recombinant F. hepatica cathepsin L1, Z-Leu-Arg-MCA fluorescence. inhibition, % at 5.96 µM. actives 0.49% (n = 300,000). AID 1906, 2009;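 active = inhibition above the mean of all tested compounds plus 3 SD, set per screening campaign, cut at about 17% in these data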;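 also: 0% = plate median of test compound wells and 100% = 1 µM Z-Phe-Ala-diazomethylketone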
proCasp3 act = activators of human procaspase-3 D3A mutant, primary screen, biochemical, absorbance, PC-3 D3A mutant, single concentration; Caspase-3 (Homo sapiens), P42574; recombinant procaspase-3 D3A, Ac-DEVD-pNA absorbance 405 nm; activation, % at 8.5 µM; actives 0.11% (n = 330,000); AID 463141, 2010;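 active = activation above the mean of all tested compounds plus 3 SD, cut at about 21% in these data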;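 also: 0% = DMSO alone and 100% = DMSO wells spiked with extra 5 µM PC-3 D3A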
Target sequence (P42574 whole entry D9A/D28A/D175A): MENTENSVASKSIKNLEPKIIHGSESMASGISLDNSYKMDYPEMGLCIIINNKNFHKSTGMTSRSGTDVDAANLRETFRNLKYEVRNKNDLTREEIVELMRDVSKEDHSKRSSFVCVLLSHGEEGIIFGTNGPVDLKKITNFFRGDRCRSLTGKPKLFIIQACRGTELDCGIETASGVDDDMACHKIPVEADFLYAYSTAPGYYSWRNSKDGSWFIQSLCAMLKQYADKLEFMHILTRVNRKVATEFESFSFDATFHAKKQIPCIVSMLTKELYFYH
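Test system: Procaspase-3 D3A mutant; medium: Zinc-free HEPES/NaCl buffer with 0.01% Triton X-100 at pH 7.4; reagent: DEVD-pNA substrate; doses: one concentration, 8.5 µM nominal, 0.8% DMSO; times: 1 h preincubation plus 2 h reaction at 25 °C; signal: Epi-absorbance at 405 nm of released p-nitroaniline, 0 and 120 min; replicates: singlicate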
AHR activator = AHR activators, primary screen, cell-based, luminescence, luciferase reporter, human; AID 2796, 2010; activation, % at 5 µM; AHR-responsive luciferase reporter cells; actives 2.5% (n = 320,000); in the data active = activation above about 47%;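 also: 0% = vehicle wells and 100% = reference agonist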
PAFAH2 FP inh = PAFAH2 enzyme inhibitors, primary screen, biochemical, fluorescence polarization, human | inhibition, % at 3.39 µM | Platelet-activating factor acetylhydrolase 2, cytoplasmic (Homo sapiens), Q99487 | actives 0.99% (n = 340,000) | recombinant PAFAH2, FP-rhodamine activity probe | AID 492956, 2010;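 active = inhibition above the mean over all tested compounds plus 3 SD, cut at about 30% in these data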;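 also: inhibitors block probe labeling of enzyme so polarization drops; 0% = enzyme with DMSO and 100% = wells lacking PAFAH2 protein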
procasp7 counter = procaspase-7 activators, primary screen, counter-screen for procaspase-3 activator project, biochemical, absorbance, HTS, human | recombinant procaspase-7, Ac-DEVD-pNA absorbance 405 nm; D23A/D198A/D206A triple mutant, cannot self-cleave; scale: DMSO 0, 5 µM enzyme 100 | activation, % at 8.5 µM | actives 0.093% (n = 330,000);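 active = percent activation above the screen-wide mean plus 3 SD, cut at about 25% in these data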
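Assay system – Uncleavable procaspase-7 mutant enzyme · Quantity – 2 µM procaspase-7 mutant as dispensed · Times – 1 h preincubation, 2 h reaction · Dosing – single nominal 8.5 µM compound dose, 0.8% DMSO final · Buffer or medium – Zinc-free 50 mM HEPES buffer, pH 7.4, with NaCl and Triton X-100 · Detection – Epi-absorbance of released pNA at 405 nm, two timepoints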
PP1 inh = PP1-alpha phosphatase inhibitors, primary screen, counter-screen for PP5 inhibitor project, biochemical, fluorescence, OMFP substrate, single point; actives 0.9% (n = 320,000); purified PP1alpha; AID 2235, 2010; inhibition, % at 6.7 µM;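 active = inhibition above the mean inhibition of all tested compounds plus 3 SD, computed separately for each screening campaign, cut at about 15% in these data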
Target sequence (P62136 whole entry, looked up): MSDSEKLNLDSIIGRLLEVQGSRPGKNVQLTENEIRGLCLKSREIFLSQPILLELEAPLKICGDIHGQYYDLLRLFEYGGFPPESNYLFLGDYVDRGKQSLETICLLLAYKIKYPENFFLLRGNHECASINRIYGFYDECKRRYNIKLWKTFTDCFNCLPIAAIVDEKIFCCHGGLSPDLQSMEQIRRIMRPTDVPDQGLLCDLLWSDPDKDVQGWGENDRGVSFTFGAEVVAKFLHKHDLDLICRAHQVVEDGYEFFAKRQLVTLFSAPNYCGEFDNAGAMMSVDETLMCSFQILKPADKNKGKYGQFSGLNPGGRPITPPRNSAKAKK
PP5 primary = PP5 phosphatase inhibitors, primary screen, biochemical, fluorescence | Serine/threonine-protein phosphatase 5 (Homo sapiens), P53041 | purified PP5c, OMFP substrate fluorescence | inhibition, % at 6.7 µM | actives 0.18% (n = 320,000);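 active = inhibition above the campaign's mean inhibition across all tested compounds plus 3 SD, cut at about 9.5% in these data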;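 also: 0% = DMSO only and 100% = 100 µM cantharidin control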
Target sequence (P53041 whole entry, looked up): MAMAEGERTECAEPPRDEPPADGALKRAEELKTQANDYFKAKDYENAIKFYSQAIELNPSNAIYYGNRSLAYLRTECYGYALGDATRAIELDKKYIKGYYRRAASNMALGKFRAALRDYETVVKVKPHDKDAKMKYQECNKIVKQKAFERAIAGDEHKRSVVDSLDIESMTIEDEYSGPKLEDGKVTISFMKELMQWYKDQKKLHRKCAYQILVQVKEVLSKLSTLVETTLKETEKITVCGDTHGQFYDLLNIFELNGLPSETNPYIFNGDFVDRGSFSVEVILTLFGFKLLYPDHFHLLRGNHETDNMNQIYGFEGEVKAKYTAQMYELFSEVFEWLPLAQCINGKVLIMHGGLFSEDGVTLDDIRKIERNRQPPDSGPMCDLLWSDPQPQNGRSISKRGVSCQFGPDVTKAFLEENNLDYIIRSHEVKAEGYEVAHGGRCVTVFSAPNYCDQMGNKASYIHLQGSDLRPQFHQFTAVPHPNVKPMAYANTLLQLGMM
core dimer inh = inhibitors of HCV core protein dimerization, primary screen, biochemical, TR-FRET, high-throughput; TR-FRET GST/Flag-core106 dimerization, 1536-well; inhibition, % at 5 µM; actives 0.33% (n = 300,000);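 active = inhibition above the mean of all tested compounds plus 3 SD, set per screening campaign, cut at about 45% in these data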
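Assay system: tagged HCV core106 pair (GST and Flag); medium: KF-containing HEPES buffer, pH 7.45, DTT, CHAPS, BSA; also added: Eu donor and XL665 acceptor anti-tag antibodies; dosing: 5 µM single dose; timing: compound-protein-antibody incubation 4 h at 22.5 °C; signal: TR-FRET 671 and 617 nm emission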
* = called active by the depositor; · = not tested or not shown. An unsorted share of the library. About 5.6% of those tested had a hit in this group.

SMILES | TPT1 inhibitor | Fh CTSL1 inh | proCasp3 act | AHR activator | PAFAH2 FP inh | procasp7 counter | PP1 inh | PP5 primary | core dimer inh
CN(C(=O)c1c(Cl)nc2sccn12)C1CCCCC1 | 2 | 0 | 2 | 0 | 0 | 8 | -5 | 0.2 | -8
O=C(COc1ccccc1)OCc1cc(-c2ccco2)on1 | · | · | 4 | -1 | -1 | 2 | -2 | -0.8 | ·
O=C(Nc1cc(C(F)(F)F)ccc1N1CCOCC1)c1ccc[n+]([O-])c1 | 1 | -1 | 0 | 5 | -2 | 14 | -1 | 0.1 | -2
CCCn1c(-c2ccncc2)n[nH]c1=S | 7 | 0 | -3 | -4 | 3 | 1 | 0 | 0.7 | 0
CCCC(CCC)C(=O)Nc1ccc2c(c1)N(C(=O)CCN1CCN(C)CC1)c1ccccc1CC2 | -3 | -1 | -4 | 0 | 3 | 7 | 0 | 2.4 | -2
O=C(CN(C(=O)c1csnn1)c1cccc(C(F)(F)F)c1)NCCc1ccccc1 | 0 | 3 | -4 | 0 | 8 | 1 | 5 | 2.4 | 0
Cc1ccc(C(=O)OC2CCOC2=O)cc1NC(=O)c1ccco1 (stereo unspecified) | -2 | -6 | -9 | 0 | 0 | 12 | 0 | -1.4 | 1
C=CCc1cccc(Cl)c1OCCCNC1CCCC1 | 1 | -3 | -2 | 2 | -5 | -3 | 1 | -1.2 | -4
CC(C)c1nnc(NC(=O)c2nc(S(=O)(=O)Cc3ccc(F)cc3)ncc2Cl)s1 | -1 | 5 | -8 | 1 | 3 | -13 | 6 | 1.2 | -12
CCOC(=O)/C(=C\C=C1/Sc2cc(OCC)c(OCC)cc2N1CC)C(C)=O | 147* | 6 | -13 | 1 | -21 | 3 | -2 | 0.2 | -22
O=C(/C=C/c1ccco1)NC(=S)Nc1ccc(N2CCCC2)cc1 | -3 | 0 | -14 | 25 | 1 | -14 | 9 | 0.9 | 22
O=C(NCCN1CCCC1=O)C1CCC(=O)N(CCc2ccc(Cl)cc2)C1 (stereo unspecified) | -2 | -5 | 2 | 4 | 0 | 1 | 6 | -0.2 | -8
O=C1CC(/C=C/c2ccccc2)(C(=O)NC2CCCC2)N1c1ccc(S(=O)(=O)N2CCCC2)cc1 (stereo unspecified) | 0 | 7 | 6 | 0 | 5 | 9 | -2 | 5.6 | 28
COc1ccc(CN2CCCCCC2)c(C)c1C | -2 | -2 | 6 | -3 | -5 | 10 | 2 | 3.5 | -7
Cc1ccc(Cn2c(SCC(=O)N/N=C/c3ccccc3OCC(=O)O)nc3ccccc32)cc1 | -2 | 3 | -3 | 2 | -7 | -5 | 3 | 1.4 | 22
Cc1cccc(N(Cc2ccccc2)C(=O)c2ccc(CS(C)(=O)=O)cc2)c1 | 0 | -1 | -4 | -2 | 6 | 12 | 1 | 3.4 | 4
Cc1nn(Cc2ccc([N+](=O)[O-])cc2)c(=O)n1-c1ccc(Cl)cc1 | -2 | -3 | 1 | 7 | -11 | -5 | 7 | -0.5 | -2
O=C(C1CCCN(S(=O)(=O)c2ccccc2)C1)N1CCCc2ccccc21 (stereo unspecified) | -5 | 9 | -2 | 2 | -8 | -14 | 4 | 2.4 | 10
CCOc1ccccc1OCCCCCc1c(C)n[nH]c1C | 0 | -1 | -3 | 7 | -11 | 0 | 4 | 3.9 | -1
Cc1ccc(N=C2NC(=O)/C(=C/C=C/c3ccco3)S2)cc1C | 25* | 1 | -12 | 13 | 16 | -6 | 16* | 1.4 | 62*
O=C(CSc1ncnc2c1oc1ccccc12)Nc1nccs1 | -8 | -5 | 6 | 15 | 10 | -4 | 4 | -1.1 | -1
CC(C)n1nnnc1-c1cc(Cl)cc(Cl)c1 | -7 | -2 | 8 | -2 | -6 | 5 | -7 | 1.0 | -2
COc1cc(/C=N/NC(=O)c2ccc3ccccc3c2)ccc1Oc1ccc([N+](=O)[O-])cn1 | -1 | 0 | -11 | -14 | -39 | 0 | 2 | -0.2 | 18
CC(C)COc1ccc(C(=O)OCCN2CCCCC2)cc1 | 1 | 1 | 3 | -1 | -5 | 11 | 1 | -0.2 | 0
CCc1ccc(C(=O)NNC(=O)CCc2nc3ccccc3c(=O)[nH]2)cc1 | 2 | -2 | -1 | 6 | 3 | 5 | -4 | 0.6 | 5
O=[N+]([O-])c1ccc(OS(=O)(=O)Cc2ccccc2)cc1 | 3 | -3 | -6 | -12 | 8 | 0 | -1 | -1.0 | -2
O=C(CCC1CCCN(C(=O)C2=CCCCC2)C1)N1CCN(c2ccccn2)CC1 (stereo unspecified) | -2 | 0 | 8 | 0 | -5 | 10 | 0 | -0.7 | 0
C=CCn1c(O)c(N=NC(=O)C(O)c2ccccc2)c2ccccc21 (stereo unspecified) | 6 | 2 | 5 | 20 | -12 | -3 | -3 | -2.2 | 0
COC(=O)c1ccc(C2C3=C(Nc4nnnn42)c2ccccc2OC3)cc1 (stereo unspecified) | -1 | 0 | -13 | 2 | -2 | -9 | 0 | 2.2 | 11
CCOC(=O)c1c(NC(=O)CSc2n[nH]c(-c3ccco3)n2)sc(C)c1C | 0 | -6 | 0 | 3 | -9 | 1 | -2 | 1.3 | 15
O=C(O)c1ccc(Br)cn1 | -2 | 9 | -2 | 15 | -8 | 1 | 3 | -9.5 | -11
CC(CNS(=O)(=O)c1ccccc1)Sc1ncccn1 (stereo unspecified) | -3 | 3 | 1 | 0 | -6 | 11 | -1 | -0.2 | -2
CC(=O)NC1(c2ccc(F)cc2)CCN(C(=O)c2c(F)cccc2F)CC1 | -2 | -2 | -2 | 1 | 2 | 0 | -4 | -1.7 | 4
O=C(CSc1nnc(-c2cccnc2)n1Cc1ccco1)c1ccc(Cl)cc1 | 1 | -1 | -10 | 3 | 10 | 2 | 3 | 3.2 | 5
CN(c1ccc(OCC(=O)O)cc1)S(=O)(=O)c1ccc2ccccc2c1 | -2 | -5 | -1 | 14 | -3 | 3 | 4 | 1.0 | -4
COc1ccc(NC(=O)c2onc(C)c2Cl)cc1 | -2 | -4 | 0 | 34 | -1 | 12 | -2 | 0.7 | -1
COC(=O)c1ccn(C(=O)c2ccc(Cl)cc2)n1 | 0 | -3 | -5 | 6 | 4 | 4 | -4 | -0.3 | 0
NC(N)=N/N=C/c1ccc(OCc2ccc(Cl)cc2Cl)cc1 | 1 | 0 | -11 | 9 | 2 | 0 | 37* | 8.2 | -22
CCc1nc(N)c(C#N)c(-c2cccn2C)c1C | 1 | 3 | -5 | 3 | -1 | 4 | 0 | -0.5 | 4
O=C(C1CCCN(S(=O)(=O)c2ccccc2)C1)N1CCN(c2ccccc2)CC1 (stereo unspecified) | 1 | -1 | 1 | 28 | -3 | 3 | -5 | 3.2 | 3

Single records, from the list above. Screens in order: TPT1 inhibitor | Fh CTSL1 inh | proCasp3 act | AHR activator | PAFAH2 FP inh | procasp7 counter | PP1 inh | PP5 primary | core dimer inh
`O=C(Nc1cc(C(F)(F)F)ccc1N1CCOCC1)c1ccc[n+]([O-])c1` is listed with 1 | -1 | 0 | 5 | -2 | 14 | -1 | 0.1 | -2
`Cc1nn(Cc2ccc([N+](=O)[O-])cc2)c(=O)n1-c1ccc(Cl)cc1` is listed with -2 | -3 | 1 | 7 | -11 | -5 | 7 | -0.5 | -2
`CC(C)n1nnnc1-c1cc(Cl)cc(Cl)c1` is listed with -7 | -2 | 8 | -2 | -6 | 5 | -7 | 1.0 | -2
`C=CCn1c(O)c(N=NC(=O)C(O)c2ccccc2)c2ccccc21` (stereo unspecified) is listed with 6 | 2 | 5 | 20 | -12 | -3 | -3 | -2.2 | 0

(list continues)
SMILES | TPT1 inhibitor | Fh CTSL1 inh | proCasp3 act | AHR activator | PAFAH2 FP inh | procasp7 counter | PP1 inh | PP5 primary | core dimer inh
Cc1cc(OC(C)C(=O)NCc2cccnc2)c2c(C)cc(=O)oc2c1 (stereo unspecified) | -5 | 4 | -3 | 7 | -6 | -1 | -2 | -0.8 | -12
CCO/C=C/C(O)(CNC(=O)c1ccc(C(C)(C)C)cc1)C(F)(F)F (stereo unspecified) | 2 | 1 | -5 | 4 | -5 | -6 | -1 | 1.7 | 12
CCCN1CCN(CCCNC(=O)c2ccc3c(c2)NC(=O)c2ccccc2S3)CC1 | 2 | 5 | 3 | -1 | -8 | 7 | 1 | 1.7 | 6
CC(Sc1ccccc1)C(=O)Nc1ccccc1C(=O)N1CCOCC1 (stereo unspecified) | -9 | 1 | 4 | 1 | 5 | -1 | -3 | -1.9 | 4
c1ccc(-n2ncc3c(N4CCCC4)ncnc32)cc1 | -1 | 5 | 15 | -2 | -3 | 7 | -5 | -0.3 | 2
O=C(CCNS(=O)(=O)c1cccc2nonc12)NC1CCCc2ccccc21 (stereo unspecified) | 0 | 3 | 4 | 8 | -1 | -4 | -2 | -2.2 | 1
COc1ccc(OC)c(NC(=O)C2C3C=CC(C3)C2C(=O)NCc2cccnc2)c1 (stereo unspecified) | -3 | 1 | 0 | 4 | · | -1 | -3 | 0.8 | 3
Cc1ccc2nsnc2c1S(=O)(=O)N1CCN(C)CC1 | 1 | -3 | 10 | 0 | 0 | -4 | 1 | 2.2 | -4
CSCCCNC(=O)c1ccc(OC2CCN(C(=O)c3cccnc3)CC2)cc1 | -6 | -3 | -4 | 1 | -1 | 2 | -4 | 2.3 | 2
CN(C)CCCN(C(=O)c1ccc2c(c1)CCCC2)c1nc2cc3c(cc2s1)OCO3 | 0 | 1 | 3 | -2 | 5 | -10 | 3 | 2.7 | -6
COCCn1c(SCC(=O)Nc2cccc(C)c2)nnc1C(C)C | 1 | 2 | -7 | 7 | -2 | 1 | -4 | -1.9 | -1
Cc1ccc(C2CC(=O)C=C(O)C2)cc1 (stereo unspecified) | 0 | 1 | -4 | 4 | 6 | -3 | -3 | 3.4 | 15
C=CCSC1=N/C(=C\c2cccnc2)C(=O)N1c1ccc(OC)cc1 | 3 | 2 | -6 | 2 | 6 | -6 | 3 | 4.5 | 4
COC(=O)CCC(=O)c1oc2ccc(Br)cc2c1N | -4 | -5 | 3 | 1 | 0 | 0 | -3 | 1.8 | 4
O=C(c1ccccc1)N1CCN(C2c3cccc4cccc(c34)C2NS(=O)(=O)c2ccccc2)CC1 (stereo unspecified) | -2 | 0 | -5 | 19 | -4 | -8 | 8 | 6.5 | 12
